Imprint erasure: genomic imprint erasure induction. mouse ES Peg3-LacZ reporter, beta-gal luminescence, 40 h. Potency, µM (top dose mostly 60.7 µM), without a hit: at the highest dose activity change, positive = activation, usual class: activators. actives 0.02% (n = 110,000). AID 1948;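 note: 0% = negative control wells on the plate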
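Each well holds 300 Peg3LacZ-Neo (maternal) female ES cells incubated 40 h at 37C, 5% CO2. LacZ is measured by BetaGlo luminescence, with AC50 and maximum efficacy derived from dose-response curves.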
p53ts 32C kill: kills p53ts cells at the permissive temperature | H1299-p53A138V at 32C, ATP luminescence viability, 24 h | Potency, µM (doses to about 46.1 µM), inactives show at the top dose activity change, negative = cytotoxicity, most hits filed as cytotoxic | actives 0.93% (n = 130,000) | AID 924;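 note: 0% = DMSO and -100% = full killing by reference compound; nearly all actives have a fitted effect of over 55% in size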
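Cells: H1299 p53ts (A138V), 600/well, pre-incubated 16–30 h at 37C. Cpd up to 46 uM, 24 h, 32C. Readout: ATPlite luminescence, 20 min RT. Normalization: DMSO vs tamoxifen 100 uM. AC50 by Hill equation.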
IkB signaling: IkB pathway inhibition in ABC-DLBCL cells; ABC-DLBCL IkBa-CBG/CBR dual luciferase ratio, 4 h; response scale: scaled: untreated 0%, proteasome inhibitor 100%; Potency, µM (titrated, usually from 57.1 µM), for inactives: at the highest dose IkBa stabilization activation; actives 0.04% (n = 110,000); active = well fitted curve in the direction sought with a large enough effect in the signal ratio, not every such curve was filed as active; inconclusive = small, poorly fitted or top-dose-only effect, or a change in a side signal; the % refers to the signal ratio;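 note: the direction sought is a rising ratio; 0% = basal untreated cells and 100% = reference inhibitor full response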
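In this assay, an IκBα–CBG68 fusion accumulates when IKK-driven degradation is blocked; native CBR normalizes for cell number. OCI-Ly3 cells were treated 4 h with compound and doxycycline, then green and red light read after Chroma-Glo addition.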
p53ts 39C tox: p53ts cell cytotoxicity, nonpermissive temperature. H1299-p53A138V viability at 39C, ATP luminescence, 24 h. Potency, µM (doses to about 46.1 µM), for inactives: at the highest dose activity change, negative = cell killing, usual class: cytotoxic. actives 1.5% (n = 130,000); note: nearly all actives have a fitted effect of over 55% in size
An asterisk follows results filed as active; ? = inconclusive; nt = not tested or not shown; & = joins results of further samples; [ ] = remark or other dose. Unless noted, calls come from the whole dose curve; as a rule, active = well fitted curve in the direction sought with a large enough effect; inconclusive = small, poorly fitted or top-dose-only effect, or another doubt; inactive = no such curve, though single readings can be large; an effect the other way counts as inactive or inconclusive. Unless noted, % is set by controls: 0 for no effect and ±100 for the full control effect; potency is the fitted concentration of half-maximal effect.

SMILES	Imprint erasure	p53ts 32C kill	IkB signaling	p53ts 39C tox
Cn1c(SCC(=O)NC2CC2)nnc1-c1ccco1	-7%	7%	0.4%	-3%
COc1ccc(OC)c(C2NC(=O)NC(C)=C2C(=O)Nc2ccc(C)cc2)c1 (stereo not drawn)	-7%	9%	-1.2%	11%
COc1cccc(CSc2nc3ccccc3[nH]2)c1	nt	?	nt	?
O=C(CSc1ccc(Cl)cc1)Nn1cnnc1	-18%	3%	1.3%	15%
O=C(NCc1cccs1)c1ccc(N2CCCCC2)nc1	-35%[inhibitor]	-11%	?	-17%
O=C(NCC(=O)N(CCN1CCOCC1)C(C(=O)NC1CCCC1)c1cccs1)c1ccco1 (stereo not drawn)	7%	4%	1.8%	-6%
N#Cc1ccc(CN2CCCC3(CCN(C(=O)c4csnn4)CC3)C2)cc1	nt	4%	1.8%[11.4 µM]	-4%
CCOC(=O)c1cccc(NC(=O)Cn2c(=O)nc(-c3ccccc3)c3ccccc32)c1	-8%[10.9 µM]	-8%	6.1%	-26%
Cc1ccc(N2CCn3c2nc2c3c(=O)n(C/C=C/c3ccccc3)c(=O)n2C)cc1C	-16%[10.9 µM]	-4%	?	-7%
COc1ccc(-c2cc(C(=O)Oc3cccc(C)c3)c3cc(C)ccc3n2)cc1	-4%[10.9 µM]	-8%	9.7%	16%

Given comma-delimited: entries from further up
Compound,Imprint erasure,p53ts 32C kill,IkB signaling,p53ts 39C tox
O=C(CSc1ccc(Cl)cc1)Nn1cnnc1,-18%,3%,1.3%,15%
COc1ccc(-c2cc(C(=O)Oc3cccc(C)c3)c3cc(C)ccc3n2)cc1,-4%[10.9 µM],-8%,9.7%,16%
COc1ccc(OC)c(C2NC(=O)NC(C)=C2C(=O)Nc2ccc(C)cc2)c1 (stereo not drawn),-7%,9%,-1.2%,11%
COc1cccc(CSc2nc3ccccc3[nH]2)c1,nt,?,nt,?

More structures:
SMILES	Imprint erasure	p53ts 32C kill	IkB signaling	p53ts 39C tox
O=c1oc2ccccc2cc1-c1cn2cc(Cc3ccc(Br)cc3)sc2n1	-2%[10.9 µM]	2%	6.0%	-5%
CCn1c(C(Cc2ccccc2)NC(=O)COC)nc2ccccc21 (stereo not drawn)	-11%	15%	1.2%	6%
COC(=O)CN1C(=O)CSc2ccc(S(=O)(=O)N3CCOCC3)cc21	9%[10.9 µM]	-4%	-1.6%	7%
COc1ccc(NC(=O)Cn2c(=O)n(CCc3ccccc3)c(=O)c3c4c(sc32)CCCC4)cc1	7%[10.9 µM]	2%	0.0%	1%
CC(C)(C)OC(=O)N1CCOCCOCCNCCOCCOCC1	nt	4%	nt	30%
CCN(c1ccc(C)cc1C)S(=O)(=O)c1nnc(NC(=O)c2ccccc2OC)s1	-15%[10.9 µM]	-1%	?	-15%
CCN(Cc1ccccc1)C(=O)Nc1ccc2c(c1)N(C)C(=O)c1ccccc1S2	-4%[10.9 µM]	6%	6.0%	42%[activator]
CC(OC(=O)c1ccccc1Br)C(=O)Nc1nc(-c2cccc([N+](=O)[O-])c2)cs1 (stereo not drawn)	nt	1%	nt	5%
Cc1cccc(NC(=O)CSc2nnc(CSc3nc(C)cc(C)n3)n2Cc2ccco2)c1	-19%	4%	0.3%	-3%
Cn1c(CN2CCCCC2)nc2cc(NS(=O)(=O)c3ccc(Cl)cc3)ccc21	-4%	0%	-0.1%	-2%
Cc1ccc(-c2csc(=S)n2CC(=O)OCC(=O)NCc2ccco2)cc1	-20%	4%	?	-20%
Cc1ccc2c(c1)c(=O)c1ccccc1n2CCCC(=O)Nc1ccc(C)c(C)c1	-15%[10.9 µM]	2%	12%	14%
COC(=O)c1cc2sc(Cl)cc2n1CC(=O)Nc1cc(OC)cc(OC)c1	-16%[10.9 µM]	-4%	-1.8%	-9%
Cc1ccc(S(=O)(=O)NC(=O)N2CCC(C)CC2)cc1	1%	8%	0.3%	-2%
CCOC(=O)C(CCC#N)(CCC#N)C(=O)OCC	-2%	-2%	0.6%	9%
c1csc(C(c2nnnn2C2CCCC2)N2CCOCC2)c1 (stereo not drawn)	-9%	6%	0.9%	3%
COc1ccc(CCNc2ncnc3[nH]ncc23)cc1OC	-19%	-3%	6.3%	-14%
COc1ccc(-n2c(SCC#N)nnc2-c2cccnc2)cc1	1%	-1%	-2.8%	-12%
COC(=O)CSc1ncc2c(n1)-c1ccccc1N(Cc1ccc(Cl)cc1)S2(=O)=O	3%[10.9 µM]	-2%	?	28%
Cc1ccc(CNC(=O)Cn2c(=O)n(Cc3ccccc3)c(=O)c3sc4ccccc4c32)cc1	-9%[10.9 µM]	-4%	-2.8%	?

Continued (four carried over from the part before).
SMILES	Imprint erasure	p53ts 32C kill	IkB signaling	p53ts 39C tox
COc1ccc(CCNc2ncnc3[nH]ncc23)cc1OC	-19%	-3%	6.3%	-14%
COc1ccc(-n2c(SCC#N)nnc2-c2cccnc2)cc1	1%	-1%	-2.8%	-12%
COC(=O)CSc1ncc2c(n1)-c1ccccc1N(Cc1ccc(Cl)cc1)S2(=O)=O	3%[10.9 µM]	-2%	?	28%
Cc1ccc(CNC(=O)Cn2c(=O)n(Cc3ccccc3)c(=O)c3sc4ccccc4c32)cc1	-9%[10.9 µM]	-4%	-2.8%	?
CCc1nc2ccc(C(=O)NCc3ccc(N(C)C)cc3)cc2nc1CC	15%[10.9 µM]	1%	2.2%	-15%
O=C(c1cccs1)N1CCCC(c2ccccc2)C1 (stereo not drawn)	-20%	3%	-0.9%	-1%
O=C(O)CC(NC(=O)c1ccccc1NC(=O)c1ccccc1)C(=O)O (stereo not drawn)	-47%[inhibitor]	4%	?	8%
CCOC(=O)c1noc2nc(C)n(CC(=O)Nc3ccc(OC)c(Cl)c3)c(=O)c12	-7%[10.9 µM]	2%	-2.1%	-5%
O=C(Nc1ccon1)c1cccc(S(=O)(=O)N2CCCC2)c1	-9%	6%	-1.5%	8%
COCCn1c(SCC(=O)Nc2ccccc2)nc2c1c(=O)[nH]c(=O)n2C	-4%	5%	8.8%	10%
Cc1nc(C)n(CC(O)COc2ccc3cc(Br)ccc3c2)n1 (stereo not drawn)	-13%	-7%	?	-9%
CCOc1ccccc1NC(=O)c1ccc2c(c1)CCN2S(C)(=O)=O	-9%[10.9 µM]	-5%	?	-11%
CC(=O)Nc1ccc(NC(=O)C2CCCN2S(=O)(=O)c2ccc3c(c2)CCCC(=O)N3)cc1 (stereo not drawn)	-9%[10.9 µM]	3%	-0.2%	-7%
CCCCCCCCNC(=O)/C(C#N)=C/c1ccccc1[N+](=O)[O-]	nt	?	nt	-11%
Cc1ccc(NC(=O)C2CCN(c3nc(-c4ccc(C(C)C)cc4)no3)CC2)c(Cl)c1	-12%[10.9 µM]	-18%	?	-3%
COCCCN1C(=O)C(=O)/C(=C(/O)c2ccc(OC(C)C)cc2)C1c1ccncc1 (stereo not drawn)	18%	3%	1.9%	8%
O=C(O)c1ccc(O)cc1O	1%&-1%	3%&-16%[1.84 µM]	1.6%&-0.4%	-7%&1%
O=C(NCCc1ccc(Cl)cc1)c1ccc2c(c1)N(Cc1c(F)cccc1Cl)C(=O)CS2	-8%[10.9 µM]	-5%	13%	3%
Cc1cccc(C)c1Nc1nc2ccccc2nc1NS(=O)(=O)c1ccccc1	-11%[10.9 µM]	-3%	?	4%
CCOC(=O)N1CCN(S(=O)(=O)c2cc(C)c(C)cc2C)CC1	-9%	1%	1.7%	0%
Cc1ccc(C)c(OCC(=O)NCCNC(=O)COc2cc(C)ccc2C)c1	nt	13%	nt	-10%
COc1ccc(Cn2c(CCC(=O)Nc3cc(C)cc(C)c3)nc3cccnc32)cc1	-10%[10.9 µM]	-26%	-0.4%	?
NC(=O)CSc1oc(-c2ccc(F)cc2)nc1S(=O)(=O)c1ccccc1	-13%	-1%	-0.3%	-9%
Cc1cc2nc(N)sc2cc1C	4%	-10%[1.84 µM]	2.1%	?

Looked up by structure from above (2):
SMILES	Imprint erasure	p53ts 32C kill	IkB signaling	p53ts 39C tox
COc1ccc(Cn2c(CCC(=O)Nc3cc(C)cc(C)c3)nc3cccnc32)cc1	-10%[10.9 µM]	-26%	-0.4%	?
NC(=O)CSc1oc(-c2ccc(F)cc2)nc1S(=O)(=O)c1ccccc1	-13%	-1%	-0.3%	-9%

The list continues.
SMILES	Imprint erasure	p53ts 32C kill	IkB signaling	p53ts 39C tox
Cc1ccc(N2CCN(C(=O)C3CCC(CNS(=O)(=O)c4ccc(Br)s4)CC3)CC2C)cc1 (stereo not drawn)	-7%[10.9 µM]	11%	?	-17%
CCOc1ccc(Oc2nc(NC)nc(N3CCOCC3)n2)nn1	25%[10.9 µM]	-7%	2.4%	-16%
Cc1ccc2nc(CN3CCN(C(=O)Nc4ccc(F)cc4)CC3)oc2c1	-5%[10.9 µM]	-1%	-0.1%	-22%
COC(=O)c1scc(-c2ccc(C)cc2)c1S(=O)(=O)N1CCN(c2ccc(C)cc2C)CC1	-15%[10.9 µM]	4%	?	-14%
COc1ccc(-c2oc3ncn4nc(-c5ccccc5O)nc4c3c2-c2ccc(OC)cc2)cc1	-7%[10.9 µM]	-1%	2.1%	6%
Cc1ccc(S(=O)(=O)N2CCCc3cc(NS(=O)(=O)c4ccc(F)cc4)ccc32)cc1	-2%[10.9 µM]	40%[activator]	?	-10%
O=S(=O)(c1ccc(Oc2ccc3oc4ccccc4c3c2)nc1)N1CCCC1	-2%	1%	2.5%	5%
CCCOc1cccc(C(=O)Nc2ccc(-c3nc4ccccc4o3)cc2)c1	-10%[10.9 µM]	-15%	0.4%	?
CCCC(=O)n1nc(-c2cccnc2)nc1NCc1ccccc1	0%[10.9 µM]	13%	-0.2%	4%
CC(C)c1ccc(NC(=O)c2cc3c(=O)[nH]c4ccccc4c3n2C)cc1	-3%[10.9 µM]	-4%	-3.9%	29%
CC(=O)OC/C=C(\C)CC/C=C(\C)CC/C=C(\C)CC/C=C(\C)CC/C=C(\C)CC/C=C(\C)CC/C=C(\C)CC/C=C(\C)CCC=C(C)C	1%	-2%	nt	4%
COc1ccc(OCC(=O)Nc2ccc3c(c2)N(C)C(=O)c2ccccc2S3)cc1	-8%[10.9 µM]	3%	?	-22%
Cc1cccc(C)c1NC(=O)N1CCC(c2nc3ccccc3o2)CC1	-10%	3%	0.6%	-2%
CC1CCN(S(=O)(=O)c2ccc3c(ccn3CCC(=O)NCc3ccccc3F)c2)CC1	-2%[10.9 µM]	7%	?	-24%
COc1ccccc1N1CCN(CCCNC(=O)c2cnn(-c3ccccc3Cl)c2C2CCN(C(=O)OC(C)(C)C)CC2)CC1	-11%[10.9 µM]	20%	3.9%	-18%
CCC1CCCCN1CCNC(=O)C1CCN(S(=O)(=O)c2c(C)noc2C)CC1 (stereo not drawn)	-9%	-1%	-0.7%	-4%
COc1cccc(NC(=O)Cn2c(=O)n(-c3ccccc3)c(=O)c3c4c(sc32)CCCC4)c1	10%[10.9 µM]	-7%	-1.8%	-29%
Cc1cc2c(c(=O)o1)C(C(C)C)C(C#N)=C(N)O2 (stereo not drawn)	0%	-13%	0.2%	3%
Cc1nnc(NC(=O)CCC(=O)NCc2ccco2)s1	-25%	-9%	?	-7%
Cc1ccccc1Nc1c(-c2cccc(O)c2)nc2ccc(Br)cn12	15%[10.9 µM]	4%	?	?
CN1CCN(C2=C(Cl)C(=O)N(c3ccc(Cl)cc3)C2=O)CC1	-19%	3%	?	-5%
Cc1nc2ccc3nc(NC(=O)c4ccco4)sc3c2s1	-22%	-17%	5.7%	-16%
Cc1c(Cl)cccc1NS(=O)(=O)c1ccc(-c2cnc(C3CC3)o2)cc1	-30%[inhibitor][10.9 µM]	14%	-0.8%	-10%
CCOC(=O)N1CCN(c2c(NCCc3ccc(OC)c(OC)c3)c(=O)c2=O)CC1	-1%	7%	-2.2%	3%
CCN(CC)C(=O)c1csc(Nc2ccc(C)cc2)n1	-9%	1%	-1.0%	-11%
CC1CCCN(C(=O)c2cc3c(Cl)nc4ccccc4c3s2)C1 (stereo not drawn)	-10%[10.9 µM]	-3%	?	-10%

Compound activity deposited in PubChem BioAssay by National Center for Advancing Translational Sciences (NCATS).
